# ERG-DNA inh: inhibitors of human ERG Ets domain-DNA interaction | 370,000 tested, 0.028% active | fluorescence polarization, His-ERG Ets domain / labelled DNA | Potency, µM (highest dose often 76.9 µM), for the others: top-dose FP activity, negative = inhibition, most hits filed as inhibitors | P11308; active = well fitted inhibition curve with a large enough effect in the polarisation, with a control signal flat; inconclusive = small, poorly fitted or top-dose-only effect, or effect the other way, or a change in a side signal; inactive = no such curve, though single readings can be large or run the other way; the % refers to the polarisation;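 note: polarization taken with two DNA probes labelled with fluorescein and Texas red; potency is the fitted concentration of half-maximal effect; % of control where 0% means no effect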
#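 His-tagged ERG Ets domain (1 uM in the protein solution; 300mM KCl, 50mM Tris-HCl, 1mM EDTA, 1mM DTT, pH 7.5) received compound, then a probe mix of 5 nM fluorescein-DNA and 100nM Texas-615-DNA. Fluorescence polarization was read for both dyes.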
# Anesthetic bind: candidate novel general anesthetic via apoferritin binding. P02791. apoferritin/1-aminoanthracene competitive binding, fluorescence. Potency, µM (doses to about 77.5 µM), for inactives: at the highest dose activity change, negative = displacement, hits mostly inhibitors. 350,000 tested, 0.074% active; note: potency is the fitted concentration of half-maximal effect; % is set by controls: 0 for no effect and ±100 for the full control effect; nearly all actives have a fitted effect of over 20% in size
#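 Concentration-response curves derived by four-parameter Hill fitting of normalized fluorescence, where compounds displaced 1-AMA from 10 uM horse apoferritin following a brief 10 min room-temperature incubation; propofol titration acted as positive control.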
# Pol eta inh: DNA polymerase eta (human) inhibition; Q9Y253; 390,000 tested, 1.2% active; recombinant Pol eta, fluorescent DNA replication assay; Potency, µM (top dose mostly 114 µM), inactives show at the top dose activity change, negative = inhibition, actives largely listed as inhibitors; note: potency is the fitted concentration of half-maximal effect; % is set by controls: 0 for no effect and ±100 for the full control effect
# Target sequence (Q9Y253 whole entry, looked up): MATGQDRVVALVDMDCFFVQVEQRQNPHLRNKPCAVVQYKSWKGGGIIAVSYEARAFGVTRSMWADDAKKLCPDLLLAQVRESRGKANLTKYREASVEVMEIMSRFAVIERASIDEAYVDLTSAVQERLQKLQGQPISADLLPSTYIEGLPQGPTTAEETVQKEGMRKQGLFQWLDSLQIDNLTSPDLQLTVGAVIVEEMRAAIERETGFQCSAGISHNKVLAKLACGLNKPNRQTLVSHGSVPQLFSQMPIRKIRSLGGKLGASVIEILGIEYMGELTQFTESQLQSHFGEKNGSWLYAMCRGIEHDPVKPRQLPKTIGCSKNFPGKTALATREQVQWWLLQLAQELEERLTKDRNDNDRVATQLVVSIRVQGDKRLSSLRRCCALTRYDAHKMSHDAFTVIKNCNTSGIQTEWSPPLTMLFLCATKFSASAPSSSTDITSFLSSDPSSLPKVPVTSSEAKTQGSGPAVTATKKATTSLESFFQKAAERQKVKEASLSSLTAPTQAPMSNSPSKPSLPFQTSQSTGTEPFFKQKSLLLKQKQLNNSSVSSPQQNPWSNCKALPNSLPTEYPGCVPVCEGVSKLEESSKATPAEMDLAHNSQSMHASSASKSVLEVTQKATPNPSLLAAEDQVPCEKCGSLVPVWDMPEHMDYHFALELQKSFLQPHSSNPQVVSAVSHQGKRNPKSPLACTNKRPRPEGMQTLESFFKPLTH
#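 Pol eta at 10 nM preincubated with compounds 15 min at room temperature; reaction started with fluorescent substrate (50 nM final) and read kinetically at 0 and 10 min.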
# ALOX12 inh: ALOX12 (human) lipoxygenase inhibition. 580,000 tested, 1.1% active. purified 12hLO, xylenol orange hydroperoxide absorbance. P18054. Potency, µM (top dose mostly 108 µM), inactives show at the top dose activity change, negative = inhibition, most hits filed as inhibitors. AID 1671190; note: potency is the fitted concentration of half-maximal effect; % is set by controls: 0 for no effect and ±100 for the full control effect
#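 Purified human 12hLO (150 nM final) in 25 mM Hepes, 0.01% Triton X-100, pH 7.0 was preincubated 15 min at room temperature with compound. Then 40 uM arachidonic acid was added, 30 min. Hydroperoxide was read by Fe-XO absorbance ratio 573/405 nm.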
# RGS4 inhibitor: human RGS4 inhibition; P49798; Transcreener GDP fluorescence polarization, RGS4-accelerated GTP hydrolysis; Potency, µM (top dose mostly 114 µM), for inactives: at the highest dose activity change, negative = inhibition, hits mostly inhibitors; 390,000 tested, 0.039% active; note: potency is the fitted concentration of half-maximal effect; % is set by controls: 0 for no effect and ±100 for the full control effect; nearly all actives have a fitted effect of over 75% in size; some results filed as inactive show a strong effect at the top dose
#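 MLSMR compounds (23 nl, pin-transferred) preincubated 10 min at room temperature with a 500nM (2x) first reagent, then RGS4 at 900nM (2x) plus Transcreener GDP mix added; fluorescence polarization (620/688 nm) read before and after 90 min at 30 °C.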
# APE1 inh: inhibitors of human APE1 endonuclease; P27695; recombinant APE1, TAMRA/BHQ-2 abasic DNA cleavage fluorescence; Potency, µM (top dose mostly 65.8 µM), inactives show at the top dose activity change, negative = inhibition, usual class: inhibitors; 350,000 tested, 0.35% active; AID 2517;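 note: potency is the fitted concentration of half-maximal effect; plate controls were vehicle for no effect and reference inhibitor for full effect; nearly all actives have a fitted effect of over 55% in size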
# Target sequence (P27695 whole entry, looked up): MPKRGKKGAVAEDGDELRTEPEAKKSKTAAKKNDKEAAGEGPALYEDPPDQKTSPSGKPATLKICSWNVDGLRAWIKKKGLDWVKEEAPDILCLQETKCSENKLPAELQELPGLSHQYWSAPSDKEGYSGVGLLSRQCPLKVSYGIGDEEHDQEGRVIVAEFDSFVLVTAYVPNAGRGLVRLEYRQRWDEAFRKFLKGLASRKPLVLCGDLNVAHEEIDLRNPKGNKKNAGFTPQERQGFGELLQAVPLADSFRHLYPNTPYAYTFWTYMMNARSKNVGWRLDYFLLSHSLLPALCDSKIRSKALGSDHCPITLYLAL
#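 Quantitative HTS: incision of a TAMRA/BHQ-2 double-stranded substrate bearing a tetrahydrofuran abasic site by 0.75 nM APE1 raises fluorescence. Substrate 50 nM final, added after 15 min compound preincubation at room temperature; progress as third-minus-first kinetic read difference.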
# LDHA block: LDHA (human) enzyme inhibition; purified LDHA, NADH/diaphorase-resazurin fluorescence; stronger effect = lower value; 480,000 tested, 0.15% active; P00338; AID 1347041; activity change, % (values are at about 110 or 230 µM); in the data active = activity change below about -30%; inconclusive = mostly about -25% to -30%;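 note: plate controls were DMSO wells for no effect and wells without enzyme for full effect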
#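 LDH5 2 nM; NADH 0.06 mM, pyruvate 0.2 mM; 200 mM Tris pH 7.4, EDTA, Tween-20; 5 min RT. Detection: diaphorase 0.133 mg/mL + resazurin 37 µM, fluorescence ex540/em590 at 0 and 20 min; normalized to enzyme-free and DMSO wells.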
# POLK inh: blocks human DNA polymerase kappa activity; 400,000 tested, 0.53% active; purified Pol kappa, fluorescent DNA synthesis assay, 10 min; Q9UBT6; Potency, µM (series often up to 107 µM), without a hit: top-dose activity, negative = inhibition, actives largely listed as inhibitors; note: potency is the fitted concentration of half-maximal effect; % is set by controls: 0 for no effect and ±100 for the full control effect
#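 Inhibition of 10 nM Pol kappa is measured by a fluorescent read-out at 0 and 10 min following addition of 50 nM substrate (final), with a 15-min room-temperature compound preincubation.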
# Pol beta inh: blocks human DNA polymerase beta activity; Potency, µM (highest dose often 114 µM), without a hit: at the top dose activity change, negative = inhibition, hits mostly inhibitors; AID 485314; P06746; Pol beta primer extension/strand displacement, fluorescence kinetic; 340,000 tested, 1.3% active; note: potency is the fitted concentration of half-maximal effect; % is set by controls: 0 for no effect and ±100 for the full control effect
#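 Enzyme-only controls used 10 nM Pol beta; buffer lacking enzyme served as negative control. Compound preincubated 15 min, then 50 nM substrate added; 0 and 10 min reads at room temperature.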
# * marks the source's active call; other numbers are inactive results; ? = inconclusive; . = no result given; & = joins results of further samples; [ ] = dose if it differs, or a comment. Unless noted, calls come from the whole dose curve; as a rule, active = well fitted curve in the direction sought with a large enough effect; inconclusive = small, poorly fitted or top-dose-only effect, or another doubt; inactive = no such curve, though single readings can be large; an effect the other way counts as inactive or inconclusive.
SMILES,ERG-DNA inh,Anesthetic bind,Pol eta inh,ALOX12 inh,RGS4 inhibitor,APE1 inh,LDHA block,POLK inh,Pol beta inh
CN(C)CC#CCC(O)(c1ccccc1)C1CCCCC1 (stereo not given),-10%,-11%,-5%,-44%,10%,20%,-1,-7%,4%
CN1C(=O)c2ccccc2Sc2ccc(NC(=O)N3CCN(c4ccccc4)CC3)cc21,-10%,5%,-17%,-20%,3%,.,1,-19%,-23%
Cc1nc(C)c(C(=O)Nc2cccc(C)c2C)o1,9%,-6%,-4%,8%[57.4 µM],-25%,-5%,-3,4%,-1%
COC(=O)[C@]1(Cc2ccccc2)N[C@H](CN(C)S(=O)(=O)c2ccc(-c3ccccc3)cc2)[C@@H]2C(=O)N(Cc3ccccc3)C(=O)[C@@H]21,0%,.,-10%,24%,-4%,-6%,-3,12%,.
CCN(CC)CCOc1ncnc2c1oc1ccccc12,-21%,-14%,-6%,-7%,13%,-4%,-2,2%,?
Cc1ccccc1C(=O)Nc1c2c(nn1C(C)(C)C)CS(=O)(=O)C2,-1%,1%,-9%,-4%,21%,-5%,-3,-6%,25%
COc1ccc(C=CC(=O)c2ccc([N+](=O)[O-])cc2)cc1,3%,.,-18%,-5%,-8%,.,-5,-6%,.
CC(Cl)C(=O)c1ccc2c(c1)CCN2C(=O)C1CC1 (stereo not given),8%,-8%,-1%,-16%,21%,-3%,-1,-9%,-20%
Cc1c(NC(=O)c2ccco2)cccc1-c1nc2cccnc2s1,-6%,-6%,45µM*,-5%,-34%,-7%,-2,-19%,-4%
O=C(CN1C(=O)NC2(CCCCC2)C1=O)N1CCN(S(=O)(=O)c2cccc(F)c2)CC1,-8%,-7%,-3%,-23%,11%,14%,-5,-20%,10%
CC(C)(C)C1CCc2oc3ccc(NS(=O)(=O)c4cc(Cl)ccc4Cl)cc3c2C1 (stereo not given),-1%,?,-20%,0%,-29%,.,5,4%,-12%
Clc1ccc(OCc2nc(-c3ccccn3)no2)c(Br)c1,-11%,-12%,-18%,8%,?,-4%,0,12%,0%
CC1(N=Cc2cc(Cl)ccc2O)COP(=O)(Nc2ccccc2)OC1 (stereo not given),17%,.,-16%,-5%,-16%,.,4,-1%,.
CCC(COC(=O)Nc1cccc(C)c1C)NC(=O)OCC(C)C (stereo not given),-5%,-13%,-15%,-21%,25%,-1%,-6,-8%,14%
Cc1ccc(CNC(=O)Cn2c3ncccc3c(=O)n2-c2ccc(C)cc2)cc1,5%,1%,-19%,?,-10%,.,1,-12%,-27%

# Some of these compounds in order of SMILES length, ascending.
SMILES,ERG-DNA inh,Anesthetic bind,Pol eta inh,ALOX12 inh,RGS4 inhibitor,APE1 inh,LDHA block,POLK inh,Pol beta inh
CN(C)CC#CCC(O)(c1ccccc1)C1CCCCC1 (stereo not given),-10%,-11%,-5%,-44%,10%,20%,-1,-7%,4%
CCC(COC(=O)Nc1cccc(C)c1C)NC(=O)OCC(C)C (stereo not given),-5%,-13%,-15%,-21%,25%,-1%,-6,-8%,14%
CC1(N=Cc2cc(Cl)ccc2O)COP(=O)(Nc2ccccc2)OC1 (stereo not given),17%,.,-16%,-5%,-16%,.,4,-1%,.

# Other entries follow.
SMILES,ERG-DNA inh,Anesthetic bind,Pol eta inh,ALOX12 inh,RGS4 inhibitor,APE1 inh,LDHA block,POLK inh,Pol beta inh
O=C1CCCCCN1Cc1nnc(SCc2nc3ccccc3s2)n1-c1ccccn1,1%,-13%,-2%,0%,-5%,-9%,-7,-7%,-9%
CN(c1ccc(F)cc1)S(=O)(=O)c1ccc(Cl)c(C(=O)Nc2ccncc2)c1,7%,.,-19%,6%,-11%,3%,-4,-25%,.
COc1ccc(-c2noc(CSc3nnc(-c4ccncc4)n3-c3ccccc3)n2)cc1,9%,-4%,-21%,0%,-22%,.,-6,-12%,12%
CC(=O)OCC(NC(=O)C(CCCCNC(=O)OCc1ccccc1)NC(=O)OC(C)(C)C)C1OC(n2ccc(=O)[nH]c2=O)C(OC(C)=O)C1OC(C)=O (stereo not given),.,-8%,.,.,9%,2%,.,-10%,.
COC(=O)c1c(-c2ccc(N(C)C)cc2)sc2ccc(OC)cc12,-9%,.,-18%,-9%,-10%,-10%,-2,-8%,.
O=C(NCc1ccc(F)cc1)C(c1ccccc1)N(CC1CCCO1)C(=O)Cn1nnc2ccccc21 (stereo not given),4%,-6%,-7%,-16%,-24%,-6%,-2,-2%,-20%
COc1ccc2c(c1)c(CC(=O)Nc1ccc(C)cc1)c(C)n2C(=O)c1ccc(Cl)cc1,9%,-5%,-4%,-4%,22%,3%,-4,-15%,0%
Cc1c(Cl)c([N+](=O)[O-])nn1Cc1ccc(C(=O)Nc2ccc(Cl)cn2)o1,-11%,-17%,-18%,-24%,-28%,-5%,1,-4%,1%
CCN(Cc1ccccc1)Cc1cccc([N+](=O)[O-])c1,-9%,?,-13%,-22%,3%,0%,2,-9%,18%
O=C(Nc1nccs1)NC1CCCCC1,2%,?,9%,-4%,1%,-2%,0,-3%,15%
Cc1nc(SCc2ccccc2)c2oc3ccccc3c2n1,-1%,16%,-6%,0%,0%,-6%,-7,-1%,10%
CCO[C@@H]1OC(C(=O)N2CCN(Cc3ccccc3)CC2)=C[C@H](c2csc3ccccc23)[C@H]1CCCO,-5%,4%,-14%,64%,-16%,-6%,9,7%,18%
COc1cccc(NC(=O)COC(=O)c2nc(Cl)ccc2Cl)c1,-10%,-18%,-18%,8%,-17%,-1%,-7,-1%,-1%
O=C(c1ccc(Cn2c(=O)[nH]c3ccccc3c2=O)cc1)N1CCN(c2ccc(F)cc2)CC1,-6%,-14%,-14%,0%,-54%[56.9 µM],-2%,-4,-9%,-5%
CCOC(=O)c1sc(NC(=O)CCN2CCCCCC2)c(C(=O)OCC)c1C,-12%,-17%,-12%,?,-36%,-6%,5,1%,-4%
O=C(NCc1ccc(F)cc1)C(c1ccco1)N(C(=O)c1csnn1)c1ccccc1 (stereo not given),-1%,-9%,-12%,11%,-10%,18%,0,8%,10%
c1ccc2c(c1)cnc1ccccc12,-22%&-6%,2%,-13%&-17%,-6%&115%,-12%&0%,?,-9&-4,1%&-6%,-26%
Cc1ccc(Cl)cc1NC(=S)NN,0%,4%,-27%,?,-1%,11%,-9,-8%,4%
Cc1ccsc1CNS(=O)(=O)c1ccc(F)cc1,9%,-14%,-7%,264%[activator],8%,0%,1,8%,-12%
COc1ccc(S(=O)(=O)NCCc2sc(-c3cccnc3)nc2C)cc1OC,-5%,-2%,-5%,-6%,1%,.,-3,-5%[60.1 µM],1%
CC(=O)OCC(=O)Nc1ccccc1C,2%,-9%,-22%,?,-14%[56.9 µM],-2%,-3,3%,0%
S=C(NCC1CCCO1)Nc1ccc(Cl)c(Cl)c1 (stereo not given),1%,-15%,-10%,?,?,9%,-1,-3%,24%
CCOc1ccc(OCCCC(=O)N2CCN(S(=O)(=O)c3ccccc3C#N)CC2)cc1,6%,.,-3%,-11%,20%,12%,-7,-17%,.
O=C(CSc1nnc(Cc2ccccc2)o1)Nc1ccc2c(c1)OCO2,-1%,?,-13%,39%[activator],-1%,?,-6,-11%,?
COc1ccc(N2CCN(C(=O)c3cccc(S(=O)(=O)N4CCCc5ccccc54)c3)CC2)cc1,-8%,.,-17%,1%,-10%,11%,2,-8%,.
COc1ccc(C(C(=O)NC2CCCC2)N(C(=O)c2ccoc2C)c2ccc(C)c(C)c2)cc1 (stereo not given),11%,3%,-3%,-4%,-15%,-7%,1,-7%,18%
Cc1ccc(C(=O)N/C(=C\c2ccco2)C(=O)NCCCN2CCOCC2)cc1C,4%,0%,-18%,11%,10%,9%,-6,0%,0%
OC(CN1CCOCC1)C12CC3CC(CC(C3)C1)C2 (stereo not given),.,2%,6%,-11%,0%,-1%,-7,-6%,17%
O=C(c1ccc2c3n(nc2c1)-c1ccccc1CO3)N1CCOCC1,-19%,-3%,-14%,.,4%,1%,-1,12%,-14%
O=[N+]([O-])c1ccccc1CN1CCN(Cc2ccc3ccccc3c2)CC1,11%,-17%,-20%,?,-23%,13%,-17,-15%,13%
O=C(NCc1ccccc1)C(c1ccco1)N(C(=O)c1ccccn1)c1ccc(F)cc1 (stereo not given),-1%,-17%,-10%,?,-5%,1%,-5,-17%,20%
COc1ccc(-n2nc(C)c3sc(C)nc3c2=O)cc1,-2%,1%,-9%,230%[activator],-17%,3%,-10,-21%,-3%
COc1cccc(CN(C)CC2CCCN(CCc3ccccc3C)C2)c1 (stereo not given),10%,-13%,-7%,-14%,28%,3%,-5,-12%,-6%
O=C(NC(=S)NCc1ccc(Cl)cc1)c1ccco1,-4%,.,-8%,?,17%,-6%,-2,-18%,.
Cc1ccc(CNC(=O)c2ccc(CS(=O)(=O)Cc3ccc(F)cc3)o2)cc1,-3%,-16%,4%,-6%,-19%,.,-1,-16%[60.1 µM],25%
O=S(=O)(c1cnc(Cl)c(Br)c1)N1CCN(c2ncccn2)CC1,2%,-2%,0%,3%,-12%[56.9 µM],1%,0,8%,31%
CN1CCCN(C(=O)CNC(=O)Cc2ccccc2)CC1,-7%,6%,-20%,-8%,0%,-4%,0,6%,9%
COc1ccccc1NC(=O)CCN1CCCCC1,0%,-11%,-4%,-13%,12%,.,-9,-1%,13%
Cc1cc(Cl)ccc1OCC(=O)N[C@@H](Cc1ccccc1)c1nc2ccccc2[nH]1,16%,-17%,-5%,?,1%,-2%,-9,-7%,23%

# Source: PubChem BioAssay (National Center for Advancing Translational Sciences (NCATS))

# Some of the compounds tested; the hit share may differ from the screen's.
